GRK2 inh – blocks RNA aptamer binding to human GRK2 | inhibition of aptamer binding, % at 10 µM | bead flow cytometry, FAM-aptamer displacement from GRK2 | P25098 | 0.59% of 330,000 active | AID 488847;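 active = inhibition of aptamer binding above 40%, roughly 3 SD of noise, on plates passing a quality check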;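 also: median bead fluorescence of bound FAM aptamer so fluorescent compounds give negative values; no value below 0 was filed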
GLD-1 RNA inh – GLD-1-TGE RNA interaction inhibition (C. elegans). Q17339. purified GLD-1 + fluorescein TGE RNA, fluorescence polarization. inhibition, % at 5.96 µM. 0.44% of 320,000 active. AID 2280;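 active = percent inhibition above a per-plate cutoff, the plate mean of test compounds plus 3 SD, cut at about 30% in these data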;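 also: 0% = DMSO wells with GLD-1 and probe and 100% = wells lacking GLD-1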
VLA-4 inh – inhibition in a human VLA-4 binding assay; 0.2% of 330,000 active; inhibition, % (about 7 µM as worked out from the volumes in the protocol); AID 2557; P13612; VLA-4 expressing cells, ligand binding flow cytometry; in the data active = inhibition above about 50%
Target sequence (P13612 whole entry, looked up): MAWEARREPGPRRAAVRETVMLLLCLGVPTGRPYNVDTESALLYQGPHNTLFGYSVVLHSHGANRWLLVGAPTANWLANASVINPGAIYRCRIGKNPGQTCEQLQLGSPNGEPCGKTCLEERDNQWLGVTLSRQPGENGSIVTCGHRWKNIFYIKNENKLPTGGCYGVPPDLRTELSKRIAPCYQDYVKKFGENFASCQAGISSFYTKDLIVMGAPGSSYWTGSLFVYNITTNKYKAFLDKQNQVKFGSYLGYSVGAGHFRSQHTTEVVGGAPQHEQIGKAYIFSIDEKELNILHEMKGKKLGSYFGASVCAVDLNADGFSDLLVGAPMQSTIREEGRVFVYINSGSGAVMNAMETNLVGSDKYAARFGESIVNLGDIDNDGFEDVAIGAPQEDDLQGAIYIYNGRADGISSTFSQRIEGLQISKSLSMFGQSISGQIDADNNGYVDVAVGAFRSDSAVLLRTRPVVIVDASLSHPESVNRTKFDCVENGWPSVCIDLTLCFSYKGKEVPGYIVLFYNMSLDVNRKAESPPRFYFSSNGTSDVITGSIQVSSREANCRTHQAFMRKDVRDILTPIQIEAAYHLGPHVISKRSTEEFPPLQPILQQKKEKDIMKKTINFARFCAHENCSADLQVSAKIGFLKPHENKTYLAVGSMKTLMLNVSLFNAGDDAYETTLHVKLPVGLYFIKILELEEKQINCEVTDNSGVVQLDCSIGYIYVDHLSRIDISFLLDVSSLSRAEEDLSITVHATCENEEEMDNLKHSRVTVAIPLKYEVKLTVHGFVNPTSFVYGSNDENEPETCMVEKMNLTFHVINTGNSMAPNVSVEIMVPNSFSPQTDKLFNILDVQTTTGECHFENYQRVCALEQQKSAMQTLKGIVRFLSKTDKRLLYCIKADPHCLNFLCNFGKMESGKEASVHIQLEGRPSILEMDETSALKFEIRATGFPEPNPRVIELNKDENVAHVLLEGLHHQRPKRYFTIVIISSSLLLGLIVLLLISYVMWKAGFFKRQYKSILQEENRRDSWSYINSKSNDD
CIT2-GFP yeast – modulators of TOR pathway CIT2-GFP in S. cerevisiae; S. cerevisiae CIT2-GFP strain, flow cytometry, 3 h; 100 means same as DMSO wells; GFP response vs DMSO, % at 10 µM; 0.065% of 320,000 active;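 active = GFP response relative to DMSO above a set limit, near the screen mean plus 3 SD, cut at about 150% in these data; inconclusive = Fewer than 70 cells measured for a yeast strain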;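 also: ratio of well median GFP fluorescence to mean of DMSO wells on the plate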
Bcl-xL primary – blocks human Bcl-xL binding to Bim BH3 peptide. GST-Bcl-xL / FITC-Bim BH3 peptide fluorescence polarization. inhibition, % at 10.9 µM. Q07817. 0.7% of 320,000 active. AID 2129;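 active = inhibition above the mean of all tested compounds plus 3 SD, cutoff set per campaign, cut at about 30% in these data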;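 also: 0% = DMSO wells and 100% = unlabeled Bim-BH3 peptide competitor; inhibitors lower millipolarization by displacing the labeled peptide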
MCL1 BIM primary – MCL1-BIM-BH3 interaction inhibition (human) | Q07820 | GST-MCL1 / FITC-Bim-BH3 fluorescence polarization | inhibition, % at 10.9 µM | 0.68% of 320,000 active | AID 2057;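 active = inhibition above the mean inhibition of all tested compounds plus 3 SD, set per campaign, cut at about 40% in these data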;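 also: 0% = DMSO wells and 100% = unlabeled Bim-BH3 peptide control; higher means more loss of mP so more displacement of Bim peptide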
Fam108B counter – blocks mouse Fam108B hydrolase in RBBP9 counter-screen | recombinant Fam108B, FP-Rh probe fluorescence polarization | inhibition, % at 9.51 µM | 0.33% of 300,000 active;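 active = inhibition above the screen mean inhibition plus 3 SD, computed separately per campaign, cut at about 18% in these data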;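 also: inhibitors lower polarization as less probe binds the enzyme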
MEX-5 binding – C. elegans MEX-5 TCR-2 RNA binding activity; Q9XUB2; MEX-5/FITC-TCR2 RNA binding, fluorescence polarization; stronger effect = lower value; activity score (negative = inhibition of binding), % at 10 µM; 0.38% of 300,000 active;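 active = inhibition past about -25% in most replicates, and total fluorescence under double the plate's negative control median, limit read from the data; inconclusive = replicates evenly split on the limit, or fluorescence at least double controls; inactive = too little inhibition in most replicates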;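 also: 0% = DMSO and -100% = 5 µM competing unlabeled TCR2 RNA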
AGP1-GFP MLPCN – yeast TOR pathway AGP1-GFP modulation. S. cerevisiae AGP1-GFP multiplex flow cytometry, 3 h; GFP as percent of DMSO wells. GFP response vs DMSO, % at 10 µM. 0.02% of 320,000 active. AID 2066;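 active = GFP response relative to DMSO above a set limit, near screen average plus 3 SD, cut at about 150% in these data; inconclusive = fewer than 70 cells counted for the yeast strain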;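 also: median GFP channel fluorescence of the gated AGP1 strain per well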
Starred values were filed as active, the others as inactive; ? = inconclusive; / = no result given.

Values run as follows: GLD-1 RNA inh	Bcl-xL primary	MEX-5 binding	AGP1-GFP MLPCN	MCL1 BIM primary	VLA-4 inh	Fam108B counter	CIT2-GFP yeast	GRK2 inh
COc1ccc(C2/C=C\CN(C(=O)Nc3ccccc3-c3ccccc3)CC(=O)N2Cc2ccc(F)cc2)cc1 (centres undefined)
    1	5	-1.4	88	10	-6	4	77	6
O=C(OCc1ccccc1)C1=[N+]([O-])OC(C(=O)OCc2ccccc2)C1c1c[nH]c2ccccc12 (centres undefined)
    2	2	/	110	4	-4	-10	114	3
COc1ccc(N2C3=C(CC4=C2CC(C)(C)CC4=O)C(=O)CC(C)(C)C3)cc1
    13	11	0.2	105	8	26	-6	108	5
N=c1oc2ccc3ccccc3c2cc1-c1nnc2n1CCCCC2
    6	6	/	83	8	2	-4	/	0
CCCn1c(NC(=O)c2ccc(C)cc2)nc2ccccc21
    4	-1	4.1	100	4	-17	3	95	0
COc1ccccc1C(=O)Nc1cc(-c2ccc(C)cc2)no1
    5	-3	-1.7	96	-1	7	-4	99	0
Cc1noc(C)c1S(=O)(=O)N(CC(=O)NCc1ccc(Cl)cc1)c1ccc2c(c1)OCO2
    10	-3	-0.1	103	-6	46	-1	98	0
COc1cc(NC(=S)NC2CC2)c(OC)cc1Cl
    1	0	0.1	98	6	2	-3	97	3
O=C(CCN1CCOCC1)NC1CCCN(Cc2ccccc2F)C1 (centres undefined)
    -2	1	1.8	96	9	12	6	106	0
C[C@@H]1C(NC(=O)c2ccccc2)CC2CC1C2(C)C (some centres undefined)
    -12	-8	-0.3	93	-12	3	-7	89	2
Cc1nc(NC(=O)c2ccc(F)cc2)nc2cc3c(cc12)OCO3
    -5	4	-1.6	91	5	1	-1	96	0
CC(=O)Nc1ccc(C(=O)N/N=C(\C)CC(=O)Nc2ccc(OCc3ccccc3)cc2)cc1
    8	-3	1.9	101	2	27	1	98	0
CN(CC1COc2ccccc2O1)C(=O)c1ccc(Cl)c(S(=O)(=O)N2CCCCCC2)c1 (centres undefined)
    3	4	/	94	12	7	/	95	0
COc1ccc2oc(C(=O)OCC(=O)N3C(C)CCCC3C)c(C)c2c1 (centres undefined)
    0	8	-0.7	100	3	1	3	97	0
N#Cc1c(-c2ccccc2)nc(-c2ccccc2)nc1N1CCOCC1
    -4	-3	-1.2	102	-6	12	0	99	3
CCOc1ccc(CCNC(=O)COC(=O)c2ccc(C)s2)cc1OCC
    -6	1	2.2	95	3	-3	0	98	1
CCCCn1nc2cc(C(=O)NCCc3cccs3)ccc2c1OCC
    -8	8	2.4	98	8	-4	-4	97	0
CC(C)OC(=O)/C(=C/c1ccc(Br)cc1)NC(=O)c1ccco1
    -6	-3	-2.6	107	3	-12	8	107	0
O=C(Nc1ccc(N2CCN(c3ccc(O)cc3)CC2)cc1)Oc1ccccc1
    11	7	-5.0	111	32	8	9	113	0
COc1ccc(S(=O)(=O)N(C)C)cc1NC(=O)CSc1ncccn1
    1	-5	-0.3	104	-9	-7	0	95	0

More structures follow.
Values run as follows: GLD-1 RNA inh	Bcl-xL primary	MEX-5 binding	AGP1-GFP MLPCN	MCL1 BIM primary	VLA-4 inh	Fam108B counter	CIT2-GFP yeast	GRK2 inh
CCOC(=O)N1CCN(C(=O)c2ccc(CNS(=O)(=O)c3ccc(NC(C)=O)cc3)cc2)CC1
    6	-1	-0.1	102	4	-8	2	99	0
COc1cc(/C=C/C(=O)OCC(=O)Nc2ccc([N+](=O)[O-])cc2)ccc1O
    -2	-2	-0.8	105	-4	0	4	104	0
Cc1c(C(=O)OCC(=O)N2CCCC2=O)oc2ccccc12
    4	3	-1.1	106	2	6	-1	101	1
Cc1cc(C)n(-c2ncnc3sc4c(c23)CCCC4)n1
    2	3	-0.7	97	6	-3	1	92	0
N#Cc1c(N2CCCC2)nc(N)c2c(N)nc(N3CCCC3)cc12
    16	14	-1.5	91	3	5	58*	94	24
Cc1nc2nc(NC(=O)c3ccco3)nn2c(C)c1Cl
    -3	1	1.0	101	-3	7	3	101	3
COc1ccc(C2Nc3ccccc3C(=O)N2Cc2ccccc2)cc1CN1CCOCC1 (centres undefined)
    1	8	-2.3	102	4	7	-4	94	3
COc1ccc(S(=O)(=O)N(CC(=O)N2CCOCC2)Cc2ccccc2)cc1
    10	1	0.4	100	8	-4	2	99	2
CCC(C)(C)n1nnnc1C(c1ccc2ncccc2c1)N1CCN(c2nc3ccccc3s2)CC1 (centres undefined)
    6	0	0.2	103	-5	21	-3	98	25
CC(=O)NC1C(Oc2ccc(C=O)cc2)OC(COC(C)=O)C(OC(C)=O)C1OC(C)=O (centres undefined)
    -5	4	0.5	99	-3	-5	-1	102	0
CCN(CC)S(=O)(=O)c1ccc(N/N=C/c2cc(OC)ccc2O)nc1
    3	6	-2.4	/	7	20	3	/	2
Cc1cc2ccccn2c1C(=O)c1ccc(Cl)cc1
    8	2	-0.8	111	-1	18	2	107	4
Fc1ccc(-c2nnn3c2nc(NCc2ccccc2)c2ccccc23)cc1
    2	1	1.3	70	-2	7	2	101	2
CCc1nnc(NC(=O)c2cccc(C(=O)Nc3nnc(CC)s3)n2)s1
    3	0	2.2	81	1	21	2	92	0
CC(CCc1ccccc1)NS(=O)(=O)c1ccccc1Cl (centres undefined)
    -2	2	1.5	84	6	-7	-1	88	2
O=C(Nc1c(C(=O)O)[nH]c2ccc(F)cc12)c1cccc(C(F)(F)F)c1
    0	9	-1.0	101	-4	-7	13	111	4
O=C(Nc1ccc(Cl)c(C(F)(F)F)c1)C1CCCN(S(=O)(=O)c2cnc[nH]2)C1 (centres undefined)
    -1	7	-0.6	100	9	16	-4	101	1
Cc1ccc(C(=O)Nc2ccccc2-c2ccccc2)o1
    -3	2	-3.6	89	6	-2	-3	88	1
NC(=O)c1c(NC(=O)CCCC(=O)O)sc2c1CCCCCC2
    -1	2	-1.0	109	3	8	0	101	0
Cc1ccc(C(=O)O/N=C(\c2ccccc2)c2cccnc2)cc1
    -8	2	0.1	91	4	5	1	97	3

Additional entries follow.
Values run as follows: GLD-1 RNA inh	Bcl-xL primary	MEX-5 binding	AGP1-GFP MLPCN	MCL1 BIM primary	VLA-4 inh	Fam108B counter	CIT2-GFP yeast	GRK2 inh
O=C(COC(=O)CNS(=O)(=O)c1ccc(Br)cc1Cl)Nc1ccc(N2CCOCC2)cc1
    2	5	-0.1	103	-1	-1	-2	99	0
O=P(O)(CCc1ccncc1)CN1CCCCC1
    6	6	0.8	96	9	2	1	96	0
COc1ccc(N2CC(C(=O)Nc3ccccc3N3CCCC3)CC2=O)c(OC)c1 (centres undefined)
    3	3	-2.3	95	-2	0	1	79	0
COc1ccc(-c2csc(NC(=O)C3CSC4(C)CCC(=O)N34)n2)cc1 (centres undefined)
    4	-2	/	100	1	-9	/	94	0
CCCCn1c(N)c(N(CCC(C)C)C(=O)C2CCN(C(=O)c3ccccc3C)CC2)c(=O)[nH]c1=O
    3	-10	-0.6	110	-11	14	-2	104	7
COc1ccc2oc(-c3ccccc3)c(C(=O)N3CCOCC3)c2c1
    7	12	-3.5	96	2	-3	-7	95	0
O=C(NCCO)C1(c2ccc(Cl)cc2)CCCC1
    4	8	2.5	102	5	12	2	127	0
COc1cc2c(cc1/C=C1/NC(=O)N(c3ccccc3)C1=O)OCO2
    -5	1	-27*	95	-2	-6	0	103	1
CN(C)CCCN(C(=O)c1ccc2c(c1)CCCC2)c1nc2ccc(F)cc2s1
    -1	-2	2.2	103	-4	8	1	94	0
CCOc1ccc(NC(=O)COC(=O)c2ccc3c(c2)C(=O)N(CCc2ccccc2)C3=O)cc1
    -1	-1	-2.3	103	2	8	-8	112	0
O=c1c2ccccc2nc(-c2ccco2)n1/N=C/c1ccco1
    5	8	-1.6	90	18	2	2	110	0
CCCCN(CC)CCNC(=O)c1ccc2c(Cl)c3c(nc2c1)CCC3
    -3	6	1.1	119	5	-17	0	122	0
O=C(COC(=O)Cn1cnc2ccccc21)NCCCc1ccccc1
    6	1	-1.5	101	0	0	2	101	2
COc1cc(C)nc(N2CCCC(C(=O)Nc3cccc(Cl)c3C)C2)n1 (centres undefined)
    2	0	2.6	99	-3	-1	-3	94	0
CCOC(=O)c1cc(NC(=O)c2ccc(Cl)cc2)c(=O)n2c1oc1ccc(Cl)cc12
    6	6	-0.9	100	2	-1	-4	98	0
Cc1cc(Nc2ccc(Br)cc2F)n2ncnc2n1
    2	-5	0.9	103	-2	8	1	95	2
CCCN1C(=O)c2cc(C(=O)Nc3ccccc3C)ccc2C1Nc1ccccc1C (centres undefined)
    2	3	0.2	102	-4	-2	-1	92	0
CCOC(=O)N1CCN(C(=O)C2CC(=O)N(c3ccc(OC)cc3)C2c2ccc(OC)cc2)CC1 (centres undefined)
    -3	7	-1.1	103	0	-13	-3	105	2
CCOc1cccc(-c2c(C(=O)N/N=C(\C)c3ccncc3)nnn2-c2nonc2N)c1
    -6	7	1.2	104	5	7	-6	96	6
COc1cccc(N(CC(=O)Nc2cccc(F)c2)S(C)(=O)=O)c1
    8	4	2.2	97	5	9	-3	100	0

(continued)
Values run as follows: GLD-1 RNA inh	Bcl-xL primary	MEX-5 binding	AGP1-GFP MLPCN	MCL1 BIM primary	VLA-4 inh	Fam108B counter	CIT2-GFP yeast	GRK2 inh
Cc1cccc(NC(=O)COc2coc(CN3CCN(c4ccccc4)CC3)cc2=O)c1C
    9	5	1.6	110	2	6	-1	95	3
O=C(Nc1ccncc1)C1(c2ccccc2)CCCC1
    1	2	-3.8	98	8	10	-5	99	2
Cc1nn(-c2ccccc2)nc1CNC(=O)C1CC1
    10	2	-0.6	100	5	4	-1	87	0
COc1ccccc1NC(=O)CN1C(=O)NC2(CCCCCCC2)C1=O
    1	3	-2.0	112	1	12	8	109	0
CCn1c(CNC(=O)c2cccs2)nnc1SCC(=O)Nc1ccc(Cl)cc1
    1	-1	-0.2	103	-2	-1	2	98	1
COCCn1cc(C(=O)NCc2cccs2)c2c3ccccc3n(C)c2c1=O
    10	3	-0.6	101	-1	7	1	94	0
Cc1cccc(NC(=O)CSc2nnc(Cn3cnc4ccccc43)o2)c1
    -2	3	-0.5	100	-3	10	0	100	1
CCOC(=O)C1CCCN(C(=O)CN2CCN(Cc3ccc(Cl)cc3)C2=O)C1 (centres undefined)
    -2	1	1.8	108	3	27	-7	105	0
COc1ccc(/C=C/C(=O)c2ccc([N+](=O)[O-])o2)cc1OC
    2	-3	-1.3	/	-2	/	-2	/	/
COc1ccc2c(c1)O/C(=C\c1ccccc1C)C2=O
    26	1	1.1	90	-7	1	1	106	0
COc1ccc(-c2noc(C3CCCN(C(=O)c4ccccc4)C3)n2)cc1 (centres undefined)
    2	5	2.8	112	-1	1	-1	108	2
O=C(Nc1ccc2c(c1)OCO2)c1cc(-c2cccc(O)c2)on1
    6	3	-0.5	101	7	-10	3	98	2
O=C(C1CCC(Cn2c(=O)[nH]c3ccccc3c2=O)CC1)N1CCN(c2ccccc2)CC1 (centres undefined)
    9	-1	2.7	96	1	3	1	98	0
Cc1cccc(-c2nc(NCCCN3CCOCC3)c3ccccc3n2)c1
    7	-2	-1.4	105	-10	2	-2	109	0
Cc1ccc(N(Cc2ccc(C(=O)NCC3CCCO3)cc2)S(C)(=O)=O)cc1C (centres undefined)
    7	1	0.5	95	-4	11	1	111	5
COc1ccc(OC)c(Nc2nc(C)nc3c2oc2ccccc23)c1
    2	5	0.1	88	7	26	0	94	1
Cc1ccc(Cn2ccc(=O)c(OCc3ccccc3)c2C)cc1
    -4	4	0.4	104	-1	7	0	?	3
